Yeast tox: Inhibitors of S. cerevisiae growth, toxicity | S. cerevisiae wild-type growth, A595 turbidity, 16 h | 30,000 compounds, 0.3% hits | growth inhibition, % at 25 µM (by protocol) | AID 685;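 active means mutant and wild-type yeast strains alike exhibit over 30% growth inhibition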;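 further: 0% = untreated cell controls and 100% = YPD media blanks without cells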
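System – wild-type and eIF2Bepsilon-R284H mutant S. cerevisiae, screened separately · Measured by – absorbance at 595 nm (turbidity) · Timing – 16 h compound exposure during growth at 30 °C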
Yeast eIF2B: eIF2B (yeast) activity modulation; S. cerevisiae eIF2B-epsilon R284H, GCN4-lacZ luminescence; inhibition, % at 25 µM (by protocol); 27,000 compounds, 0.91% hits;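 active means mutant luminescence inhibited past about 50% while wild type luminescence and mutant growth stay under set limits, limit read from the data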; further: some compounds called inactive have numbers as strong as hits
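material = yeast eIF2B-epsilon R284H mutant carrying GCN4–beta-galactosidase fusion | schedule = 16 h growth with compound at 30 °C, 90 min Beta-Glo step | measured by = luminescence and A595 | compound dosing = one concentration, 25 µM, 0.25% DMSO | read-out basis = % inhibition of reporter signal and growth versus controls | buffer or medium = YPD medium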
Yeast tox inhibition %: also measured in Yeast tox; calls as there; growth inhibition, %; S. cerevisiae eIF2Bepsilon-R284H mutant growth, A595 turbidity, 16 h;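 each compound tested once at 25 µM; 0% equals untreated cells and 100% equals cell-free medium blanks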
Yeast eIF2B mutant toxicity: also measured in Yeast eIF2B; calls as there; growth inhibition, %; measured here: mutant yeast growth, toxicity;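 each compound tested once at 25 µM; zero equals untreated control growth and 100 equals blank medium absorbance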
Numbers without * were called inactive; . = not tested or not shown. These rows are one share of the data, so the mix of outcomes need not match the whole.

compound | Yeast tox | Yeast tox inhibition % | Yeast eIF2B | Yeast eIF2B mutant toxicity
Cc1cc(-c2ccccc2)nc(N2CCC(C(=O)NC(C)C)CC2)n1 | -2 | -9 | 22 | -9
CCCOc1ccc(C(=O)NC(C)C(=O)O)cc1 (stereo unspecified) | 29 | 15 | . | .
COc1cccc(-c2nnc(SCC(=O)OC(C)C)n2Cc2ccco2)c1 | 3 | 0 | 6 | .
COc1cc2c(cc1OC)CN(C(=O)c1cc(=O)c3ccccc3o1)CC2 | -1 | 15 | . | .
CCN(CC)C(=O)CSc1nc(-c2ccco2)cc(C(F)(F)F)c1C#N | 5 | -26 | -13 | -26
COc1ccc2sc(NC(C)=O)nc2c1 | 25 | 30 | 28 | 30
Cn1c(N)c(C(=O)c2cc(-c3ccccn3)nc3ccccc23)c(=O)[nH]c1=O | 8 | -3 | 30 | -3
Cc1cc(=O)[nH]c(SCc2cc(Cl)ccc2OC(F)F)n1 | -12 | -12 | 43 | -12
CCOC(=O)C(C(=O)NCCCN1CCOCC1)C1CCCCC1 (stereo unspecified) | 6 | -4 | 3 | -4
CCOC(=O)N1CCN(Cc2cc(=O)oc3ccc(Cl)cc23)CC1 | 17 | 0 | 5 | .
CCOC(=O)c1[nH]c2ccc(OC)cc2c1NS(=O)(=O)c1ccc(OC)cc1OC | -6 | 0 | -1 | .
CC1CCCCN1S(=O)(=O)c1ccc(S(=O)(=O)N2CCN(c3ccc(F)cc3)CC2)cc1 (stereo unspecified) | -42 | -23 | 24 | -23
Fc1ccc(-c2nc3n(n2)Cc2ccccc2-3)cc1 | 3 | 15 | 15 | 15
N#Cc1cccc(NC(=O)CN2NS(=O)(=O)c3ccccc3C2=O)c1 | 3 | 13 | . | .
COCc1nnc(NC(=O)CSc2ccccc2)s1 | -17 | -5 | 13 | -5
Cc1ccc(S(=O)(=O)NCCCC(=O)C=[N+]=[N-])cc1 | 19 | -7 | 18 | -7
Cc1cc(=O)[nH]c(SCCCOc2ccc3c(c2)CCC3)n1 | 17 | 6 | . | .
COC(=O)c1cc(OC)c(OC)cc1NC(=O)c1c(C)noc1C | -11 | -4 | 17 | -4
Clc1ccccc1-c1nc(N/N=C/c2cccnc2)c2ccccc2n1 | -18 | -5 | 25 | -5
c1ccc(Cn2nnnc2C(c2cccnc2)N2CCN(c3ccccc3)CC2)cc1 (stereo unspecified) | 6 | 4 | 15 | 4

2 of these compounds in a different format.
Sequence of screens – Yeast tox | Yeast tox inhibition % | Yeast eIF2B | Yeast eIF2B mutant toxicity
- COc1cccc(-c2nnc(SCC(=O)OC(C)C)n2Cc2ccco2)c1
→ 3 | 0 | 6 | .
- COc1cc2c(cc1OC)CN(C(=O)c1cc(=O)c3ccccc3o1)CC2
→ -1 | 15 | . | .

Next part.
compound | Yeast tox | Yeast tox inhibition % | Yeast eIF2B | Yeast eIF2B mutant toxicity
O=C(Nc1ccc(Cc2ccncc2)cc1)C1CCC(N2C(=O)C3C4C=CC(C5CC45)C3C2=O)CC1 (stereo unspecified) | -12 | 5 | 4 | 5
CSc1nc(C)c2c(n1)OC(CN1C(=O)c3ccccc3C1=O)C2 (stereo unspecified) | 2 | -8 | -28 | -8
COc1ccc(Cl)cc1NC(=O)C(=O)NC1CCCCCC1 | 12 | 7 | 19 | 7
CC1CC(C)CN(c2ncnc3c2cnn3Cc2ccc(Cl)cc2)C1 (stereo unspecified) | 7 | 3 | 0 | 3
CCCc1cc(C(N)=O)c(NC(=O)c2cc(C)on2)s1 | 6 | 4 | 23 | 4
CCOc1ccccc1NC(=O)CSc1nnc(-c2cnccn2)n1CC | 3 | -5 | 25 | -5
CC(=O)c1cc2c(cc1NC(=O)CN1CCN(c3cccc(C(F)(F)F)c3)CC1)OCO2 | -19 | -14 | 26 | -14
COc1cc(C2C(C(=O)c3ccc(C)o3)=C(O)C(=O)N2c2cc(C)on2)ccc1O (stereo unspecified) | 24 | 4 | 19 | 4
c1ccc(-c2cc(N3CCOCC3)nc(-c3ccccc3)n2)cc1 | -19 | -7 | 38 | -7
Cc1cccc2cc(C(c3nnnn3C3CCCC3)N3CCOCC3)c(=O)[nH]c12 (stereo unspecified) | -21 | -8 | 40 | -8
Cc1c(C)c2cc(Cl)c(OCc3nn[nH]n3)cc2oc1=O | 8 | 0 | 24 | .
CCOc1ccc(C(=O)CCC(=O)O)cc1 | -11 | 0 | 21 | .
Cc1cccc(-n2c(SCC(=O)Nc3nonc3C)nnc2-c2ccoc2C)c1 | -5 | -18 | 47 | -18
O=C(c1ccccc1)N1CCN(C2CC(=O)N(CCc3ccccc3)C2=O)CC1 (stereo unspecified) | -5 | -9 | 1 | -9
CCOC(=O)c1oc2ccccc2c1NC(=O)COC | 3 | -3 | 12 | -3
COc1ccc(Nc2ncc(C(=O)O)c3ccccc23)cc1 | 34 | 25 | 16 | 25
COC(=O)C1=C(C)N(C)C(C)=C(C(=O)OC)C1c1ccccn1 | -2 | -16 | -13 | -16
Cc1ccc(N(C(=O)CCC(=O)Nc2cc(C)on2)C(C(=O)NC2CCCC2)c2cccs2)cc1 (stereo unspecified) | 3 | 16 | 15 | 16
CCn1c(=O)c(C(C)=O)nc2ccccc21 | -8 | -7 | . | .
COc1ccccc1CNC(=O)CSCc1cnn(-c2ccccc2)c1-n1cccc1 | 5 | 9 | 14 | 9
N#Cc1c(NC(=O)CSc2nnnn2C2CCCCC2)sc2c1CCCC2 | 5 | 7 | 13 | 7
CC(C)n1cc(-c2ccc(Cl)cc2)cc(C#N)c1=O | 14 | 7 | 16 | 7
Cc1nnc(C)n1/N=C/c1cccs1 | -2 | 12 | -18 | 12
CCOCC(=O)Nc1nc2ccc(OC)cc2s1 | 6 | 4 | -4 | 4
COc1ccc(OC)c(S(=O)(=O)NC(C)(C)C)c1 | 22 | 19 | 14 | 19
Cc1ccc(S(=O)(=O)N(CCC#N)CCN2CCCC2)cc1 | -2 | 16 | 11 | 16
O=S1(=O)CC(O)C(NCc2cccnc2)C1 (stereo unspecified) | 12 | 21 | 30 | 21
COc1ccc(C)cc1S(=O)(=O)NC1CCCC1 | -3 | 6 | 9 | 6
CC(C)(C)OC(=O)NCCCCCc1nnc(SCC(N)=O)o1 | 11 | 22 | 20 | 22
CCCC(=O)Nc1cc(-c2nn(C)c(=O)c3ccccc23)ccc1OC | 21 | 33 | 15 | 33
Cc1ccc(-c2ccc(=O)n(CC(=O)NCCCN3CCCCC3C)n2)cc1 (stereo unspecified) | 11 | -4 | -6 | -4
CCOC(=O)C(C(=O)OCC)C(C(=O)OCC)N1CCOCC1 (stereo unspecified) | 33* | 45* | 5 | 45
COC(=O)C1CCN(C(=O)C23CCC(C)(C(=O)O2)C3(C)C)CC1 (stereo unspecified) | 6 | -11 | 3 | -11
CC(=O)Nc1ccc(Oc2cc(C#N)c(C#N)cc2N2CCCCCC2)cc1 | -14 | -19 | 43 | -19
COc1ccc(Cl)cc1C(=O)Nc1ccc(N(C)C(C)=O)cc1 | 14 | 28 | 22 | 28
Nc1nc(SCc2c(F)cccc2Cl)[nH]c(=O)c1-c1ccccc1 | 1 | -2 | . | .
CN(C)CC(=O)Nc1cc(C(F)(F)F)ccc1Cl | 10 | -18 | 17 | -18
Cc1nc(N2CCC(C)CC2)c2nnn(Cc3ccccc3)c2n1 | -7 | 3 | . | .
c1ccc2c(N3CCCCCC3)nc(-c3ccncc3)nc2c1 | 4 | 9 | 19 | 9
Cc1sc2ncnc(NCC(c3ccco3)N3CCCC3)c2c1C (stereo unspecified) | 10 | 17 | -33 | 17
CC(C)(C)SCCNC(=O)c1ccccc1 | 2 | 8 | . | .
CN(CC(=O)Nc1ccccn1)S(=O)(=O)c1ccc(Cl)cc1 | -10 | -17 | 0 | -17
O=C(Nc1ccon1)c1cccc(S(=O)(=O)N2CCCCCC2)c1 | 28 | 11 | 16 | 11
O=c1[nH]c(=O)n(Cc2ccco2)c2c1C(C(F)(F)F)(C(F)(F)F)N=C(C1CCCCC1)N2 | -13 | 0 | . | .
CC(C)(C)C(=O)Nc1ccc(-c2cn3ccsc3n2)cc1 | 18 | 4 | 28 | 4
CN(C)c1c([N+](=O)[O-])cc2[nH]c(=O)[nH]c2c1[N+](=O)[O-] | 27 | 8 | . | .
Cc1nc(N)c(C#N)c(-c2ccccc2)c1C | 17 | 7 | 21 | 7
Cc1cccc2cc(C#N)c(SCC(=O)N3CCC(C)CC3)nc12 | -8 | 0 | 19 | .
CCOC(=O)C1CCN(C(=O)C2CCCCC2)CC1 | 2 | -17 | 41 | -17
N#C/C(C(=O)Oc1ccccc1)=C1/Nc2ccccc2-c2ccccc21 | -10 | -20 | 32 | -20
COc1ccc(N2CCN(c3nc4ccccc4n3CC(=O)c3ccccc3)CC2)cc1 | 0 | -11 | -32 | -11
Cc1noc(C)c1COc1ccc(C(=O)OCC(=O)Nc2ccc3ccccc3c2)cc1 | 28 | 11 | . | .
O=C(CCC(=O)NC1CC1)Nc1nnc(C2CCCCC2)s1 | 32 | 0 | 8 | .
CCN(c1cccc(C)c1)S(=O)(=O)c1c(C)[nH]c(=O)[nH]c1=O | 26 | 8 | 8 | 8
CCOC(=O)C(C)Sc1nc2ccccc2c(=O)n1CC1CCCCC1 (stereo unspecified) | 5 | 8 | . | .
O=C(Nc1cccc(O)c1)C1CCCN1C(=O)OCc1ccccc1 (stereo unspecified) | -9 | 14 | -16 | 14
CCn1c(=O)cc(SCC(=O)N2CCN(c3ccccn3)CC2)c2ccccc21 | 6 | -15 | 19 | -15
COC(=O)c1ccc(OCC(=O)c2ccccc2)cc1 | 5 | 23 | 23 | 23
COc1ccc(CCNC(=O)CN(c2ccc(OC)c(OC)c2)S(C)(=O)=O)cc1OC | 1 | 0 | . | .
Clc1ccc(CSc2nnc(NC3=NCCCCC3)s2)cc1 | 18 | 13 | . | .

(list continues)
compound | Yeast tox | Yeast tox inhibition % | Yeast eIF2B | Yeast eIF2B mutant toxicity
COc1cccc(-c2noc(CCC(=O)NC3CCCCC3)n2)c1 | -17 | 4 | -48 | 4
C=CCn1c(-c2cccc(OC)c2)nc2nc3ccccc3nc21 | 6 | 9 | . | .
COc1cccc(NC2=NCC(=O)N2Cc2cccs2)c1 | 14 | 11 | -39 | 11
CCn1c(SCC(=O)NC2CCCCC2)nc2c(c1=O)SC(C)C2 (stereo unspecified) | -2 | 8 | . | .
Cc1ccc(CNC(=O)CSc2nc(C)cc(C)c2C#N)cc1 | -14 | -7 | . | .
CCN(CC)CCN1C(=O)C(=O)/C(=C(/O)c2ccncc2)C1c1ccccc1F (stereo unspecified) | -12 | -15 | 4 | -15
COC(=O)c1ccccc1NC(=O)c1sc(N)nc1C | 22 | 7 | 16 | 7
CCc1ccc(NC(=O)c2noc3c2CCCCC3)cc1 | 9 | 10 | 8 | 10
CN(C(=O)c1ccccc1)c1nc2ccccc2s1 | 2 | -3 | 1 | -3
Cc1ccc(C2NS(=O)(=O)N=C2N)cc1 (stereo unspecified) | 10 | 19 | 16 | 19
O=C(Nc1nccs1)c1cccc(S(=O)(=O)N2CCCCC2)c1 | . | . | 3 | .
Cc1ccc(-c2cn3c(n2)CCCC3)cc1 | 11 | -7 | -3 | -7
Brc1ccc2nc3c(n2c1)CCCC3 | 2 | 16 | 16 | 16
CC1=CCC2C(=O)N(c3ccc(C(=O)N4CCCCCC4)cc3)C(=O)C2C1 (stereo unspecified) | 38 | 0 | 17 | .
O[C@@H](CNC[C@H](O)c1ccccc1)c1ccccc1 | 12 | 5 | 18 | 5
CSc1nccc(Nc2ccccc2)c1C#N | 16 | 19 | 16 | 19
CCC(C)S(=O)(=O)c1snnc1C (stereo unspecified) | 7 | 8 | 20 | 8
CC1Cc2ccccc2N1c1nc(C2CC2)nc2c1nnn2Cc1ccccc1 (stereo unspecified) | 8 | -8 | . | .

3 compounds already listed, arranged by count of non-hydrogen atoms, smallest number first.
compound | Yeast tox | Yeast tox inhibition % | Yeast eIF2B | Yeast eIF2B mutant toxicity
CCc1ccc(NC(=O)c2noc3c2CCCCC3)cc1 | 9 | 10 | 8 | 10
CC1=CCC2C(=O)N(c3ccc(C(=O)N4CCCCCC4)cc3)C(=O)C2C1 (stereo unspecified) | 38 | 0 | 17 | .
CCN(CC)CCN1C(=O)C(=O)/C(=C(/O)c2ccncc2)C1c1ccccc1F (stereo unspecified) | -12 | -15 | 4 | -15

Another view of some results above:
Every second line gives: Yeast tox	Yeast tox inhibition %	Yeast eIF2B	Yeast eIF2B mutant toxicity
Cc1ccc(-c2cn3c(n2)CCCC3)cc1
  11	-7	-3	-7
COc1cccc(NC2=NCC(=O)N2Cc2cccs2)c1
  14	11	-39	11
O=C(Nc1nccs1)c1cccc(S(=O)(=O)N2CCCCC2)c1
  .	.	3	.
CC1Cc2ccccc2N1c1nc(C2CC2)nc2c1nnn2Cc1ccccc1 (stereo unspecified)
  8	-8	.	.
